Screening data deposited in PubChem by several laboratories.
Peg3 promoter: Peg3 promoter activity inhibition; inhibition, % at 20 µM; AID 588405; HeLa PEG-Prom luciferase reporter, luminescence, overnight; hit rate 1.7% among 360,000;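 active means inhibition of at least 50% at 20 µM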
TWEAK Fn14 block: TWEAK-Fn14 signaling inhibition; TWEAK-stimulated Fn14 reporter cells, luciferase luminescence, 8 h; inhibition, % at 10 µM; hit rate 2% among 360,000; in the data active means inhibition above about 50%
iPSC survival up: enhancers of human iPSC single-cell survival | hit rate 0.044% among 360,000 | AID 602274 | survival enhancement, % at 20 µM | hiPSC single-cell survival, ATPlite luminescence; 100% = ROCK inhibitor wells, 0% = DMSO; in the data active means survival enhancement above about 18%;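 further: cells exposed to compounds for 16 hours before the ATP read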
NR2E3 ag-1: agonists of human nuclear receptor NR2E3; Q9Y5X4; GST-NR2E3/biotin-RetCOR TR-FRET, 1536-well; inhibition of corepressor binding, % at 4.78 µM; hit rate 0.12% among 320,000; AID 2300;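 active means percent inhibition above the cutoff of mean plus 3 SD of all tested compounds, set per screening campaign, cut at about 20% in these data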;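 further: 0% = DMSO wells and 100% = biotin wells as full block of FRET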
Target sequence (Q9Y5X4 whole entry, looked up): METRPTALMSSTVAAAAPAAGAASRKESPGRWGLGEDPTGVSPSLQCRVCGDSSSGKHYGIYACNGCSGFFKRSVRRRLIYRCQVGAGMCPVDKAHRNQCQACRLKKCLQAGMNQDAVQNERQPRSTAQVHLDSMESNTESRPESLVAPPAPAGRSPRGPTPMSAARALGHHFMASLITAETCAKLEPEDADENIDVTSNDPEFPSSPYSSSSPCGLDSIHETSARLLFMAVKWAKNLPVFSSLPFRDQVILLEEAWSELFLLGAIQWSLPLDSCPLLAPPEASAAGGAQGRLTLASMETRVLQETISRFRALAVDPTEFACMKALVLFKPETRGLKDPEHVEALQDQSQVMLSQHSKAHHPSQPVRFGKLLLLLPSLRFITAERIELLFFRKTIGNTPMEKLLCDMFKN
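system = GST-tagged NR2E3 plus biotinylated RetCOR corepressor | input = 1.35 nM GST-NR2E3 | also added = 7 nM biotin-RetCOR | schedule = 5 h incubation at 4 °C | measured by = TR-FRET with europium anti-GST and streptavidin-D2, 340 nm excitation | read-out = percent loss of FRET ratio relative to control wells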
HIF-2a block: HIF-2a inhibition | inhibition, % at 18.8 µM | 786-0 RCC cells HIF-2a reporter, luciferase luminescence, overnight | AID 624352 | hit rate 0.72% among 360,000;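 active means inhibition of the luminescence signal of 40% or more relative to plate controls, in a single-dose primary screen at 18.75 µM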
NR2E3 ag-2: human photoreceptor-specific nuclear receptor agonism; hit rate 0.35% among 360,000; Q9Y5X4; AID 602229; CHO-S Gal4-NCOR/VP16-NR2E3 two-hybrid, luciferase; inhibition of corepressor binding, % at 3.98 µM;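 active means inhibition above the mean of all tested compounds plus 3 SD, cut at about 70% in these data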;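 further: 0% = DMSO with NR2E3 transfected cells and 100% = cells lacking NR2E3 construct; higher means lower luciferase signal from less NR2E3 corepressor binding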
CF NFkB inh: blocks PAF-induced NF-kB reporter in cystic fibrosis cells; inhibition, % at 5 µM; hit rate 0.86% among 360,000; KKLEB NF-kB-GFP reporter, GFP fluorescence overnight;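 active means at least 50% inhibition at 5 µM, scaled per plate between neutral and stimulator controls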;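 further: PAF is a Pseudomonas aeruginosa culture filtrate used as stimulus; plate controls were PAF-stimulated DMSO wells for no effect and unstimulated DMSO wells for full effect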
aDG glyco up: increases alpha dystroglycan glycosylation; hit rate 0.22% among 360,000; activation, % at 10 µM; Pro5-aDG cells, alpha-DG glycosylation AlphaScreen (IIH6); 0% Pro5, 100% B10-LARGE cell signal;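 active means activation of at least 8% versus controls, or a plate z-score of at least 8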;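 further: Pro5 are CHO cells carrying HIG-tagged alpha-DG that lacks glycosylation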
TRPM1 prom inh: reduces MITF-dependent TRPM1 promoter luciferase signal | hit rate 0.83% among 330,000 | AID 488899 | SK-MEL-5 TRPM1 promoter luciferase, 24 h | inhibition, % at 12.5 µM;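 active means mean inhibition across replicates of 60% or more, whatever share of single replicates reaches that level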; further: values of inactives mirror those of a sister screen read the other way
Shn3 3UTR inh: Schnurri-3 reporter inhibition in Clone20 osteoblasts. Clone20 osteoblast Shn3 3'UTR firefly luciferase, 24 h. inhibition, % at 12.5 µM. hit rate 0.52% among 360,000. AID 588674;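 active means mean inhibition of at least 75% with every replicate also reaching 75%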;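 further: 0% = median of neutral control wells and 100% = pilot-screen positive control compound; some compounds past the cut are filed as inactive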
KKLEB tox: reduces viability of KKLEB cystic fibrosis airway cells; KKLEB CF airway cells viability, ATPlite luminescence, overnight; hits give low values; cells stimulated with P. aeruginosa culture filtrate; activity change (cytotoxicity), % at 5 µM; hit rate 0.36% among 360,000; AID 602141;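 active means corrected activity change at or below -50% at 5 µM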
Active calls of the source: *; / = not tested or not shown. Outcome played no part in choosing rows; overall some 4.4% were active at least once.

cpd | structure | Peg3 promoter | TWEAK Fn14 block | iPSC survival up | NR2E3 ag-1 | HIF-2a block | NR2E3 ag-2 | CF NFkB inh | aDG glyco up | TRPM1 prom inh | Shn3 3UTR inh | KKLEB tox
1 | COc1ccc(/C=C/C(=O)NC(=S)N2CCCCC2)cc1OC | -8 | 0 | 0.1 | 1 | -6 | 11 | 12 | -0.1 | -2 | 6 | 2
2 | Cc1ccc(CN2CCC(Oc3cccc(C(=O)N(C)CCN(C)C)c3)CC2)cc1C | -16 | -2 | -0.6 | 1 | 24 | -10 | -5 | 0.1 | -16 | 14 | -5
3 | CCn1c2ccccc2c2cc(CNCCCN3CCOCC3)ccc21 | 19 | -17 | -0.8 | 1 | 19 | 0 | 4 | 0.8 | 3 | 34 | 4
4 | Cc1cc(C)n(C(C[N+](=O)[O-])c2ccc(Cl)cc2)n1 (stereo not drawn) | 99* | 20 | -5.7 | 2 | 23 | -4 | -6 | 0.4 | 32 | 2 | 5
5 | COc1cc(C(=O)Nc2cc(C)c(OCC(=O)N3CCOCC3)c(C)c2)cc(OC)c1OC | -2 | 4 | 1.8 | 0 | -3 | -7 | -14 | -0.2 | 2 | -1 | -5
6 | CC1CCCCC1NC(=O)COC(=O)c1cc(=O)[nH]c2ccccc12 (stereo not drawn) | -5 | -16 | 0.6 | / | 7 | 9 | 9 | 0.0 | -6 | -6 | 0
7 | CCN(CC)S(=O)(=O)c1ccc(NC(=O)CSc2nnc(-c3cccc(OC)c3)n2C)cc1 | 11 | -12 | 0.0 | -1 | -15 | -17 | -5 | 0.0 | 12 | 26 | 0
8 | O=S(=O)(c1ccc(Br)cc1)N1CCCC1 | 19 | -7 | -0.5 | 6 | 18 | -1 | 7 | 0.0 | 1 | 7 | 6
9 | O=C(NC(=S)Nc1ccccc1)c1ccc(-c2ccccc2)cc1 | -160 | -14 | -1.4 | -1 | -222 | -64 | 7 | 0.1 | -47 | -24 | -7
10 | O=C(NCC(=O)N(CCN1CCOCC1)C(C(=O)NC1CCCC1)c1cccnc1)c1cccs1 (stereo not drawn) | 12 | -12 | -0.9 | 1 | 10 | -20 | 12 | -0.2 | 8 | -6 | 6
11 | CCCCn1c(O)c(N=NC(=O)c2ccccc2NS(=O)(=O)c2cccs2)c2ccccc21 | 0 | -13 | 1.3 | -2 | 17 | -8 | -12 | 0.0 | 8 | 5 | -2
12 | O=C(CCNS(=O)(=O)/C=C/c1ccccc1)NCCc1c[nH]c2ccccc12 | 7 | 40 | -0.5 | -2 | 10 | 8 | 6 | 0.0 | 32 | 7 | 4
13 | Cc1c(C(=O)N2CCN(c3ccccn3)CC2)sc2ncnc(N3CCN(c4ccccc4)CC3)c12 | 22 | 8 | 0.3 | 4 | 13 | 12 | 1 | 0.0 | 4 | -3 | -4
14 | O=C(Cc1ccc(Cl)cc1)NCC(=O)N1CCCC1 | 0 | -1 | -0.3 | -2 | 10 | -15 | -11 | -0.1 | 0 | -16 | 3
15 | Cn1c(SCC(=O)Nc2nccs2)nnc1C12CC3CC(CC(C3)C1)C2 | -39 | -7 | -1.8 | 6 | -60 | 2 | -2 | 1.8 | -5 | -23 | -10
16 | CCOC(=O)c1ccc(NC(=O)Nc2ncccc2C)cc1 | -151 | -19 | -2.1 | 4 | -176 | -18 | -2 | 0.2 | -78 | -22 | -22
17 | COc1ccc2nc(C(C)O)[nH]c2c1 (stereo not drawn) | 12 | -4 | -1.1 | -1 | 8 | 15 | 6 | 1.2 | 7 | -12 | 2
18 | CN1/C(=C\C(=O)CSc2cccc[n+]2[O-])C(C)(C)c2ccccc21 | 9 | 3 | 1.0 | 2 | 13 | -8 | 0 | 0.0 | 6 | 28 | -5
19 | OC(CNCc1ccccn1)c1ccccc1 (stereo not drawn) | -5 | 15 | -1.1 | -2 | 13 | -9 | 20 | -0.1 | 0 | 7 | 12
20 | Cn1cc(/C=C/C(=O)c2ccccc2)c2ccccc21 | -112 | 71* | -0.2 | 2 | -109 | -113 | -11 | -0.1 | -7 | -103 | -22
21 | CN1CCN(CC(=O)NN(Cc2ccccc2)c2ccccc2)CC1 | 7 | -4 | -0.9 | 0 | 11 | 0 | 11 | 0.2 | -9 | -13 | 8
22 | O=C(c1ccco1)N1CCN(c2c([N+](=O)[O-])nn(-c3cccc(Cl)c3)[n+]2[O-])CC1 | 10 | -13 | -0.6 | 1 | 9 | -21 | 6 | 0.3 | 7 | / | 4
23 | COC(=O)CN1C(=O)C(C)(C)Oc2ccc(C(=O)Nc3cccc(OC)c3)cc21 | 1 | 0 | -0.2 | 0 | 15 | -5 | 2 | 0.1 | 4 | 4 | 3
24 | CCOCCCNC(=O)C1CCC(CNS(=O)(=O)c2cccc3nsnc23)CC1 (stereo not drawn) | -8 | 3 | 3.4 | 0 | -2 | -10 | 15 | -0.3 | 1 | -5 | -2
25 | Cc1nc2cc(-c3ccccc3)nn2c(C)c1CCC(=O)N1CCN(c2ccccc2)CC1 | -35 | 1 | 1.8 | 3 | 69* | 5 | -33 | 0.2 | / | 42 | 15
26 | CC(=O)Nc1ccc(S(=O)(=O)Nc2cccc(-c3ccc4nncn4n3)c2)cc1 | 8 | -27 | 1.4 | -3 | 5 | 4 | -6 | -0.2 | -2 | 1 | 2
27 | COc1ccccc1C1CC(=O)Nc2cc(C)c(C)cc21 (stereo not drawn) | 38 | 0 | -0.7 | 3 | 30 | -48 | 7 | 0.0 | 19 | 4 | -12
28 | COc1ccccc1C(=O)NC(=O)COC(=O)Cc1n[nH]c(=O)c2ccccc12 | -5 | -6 | -0.5 | 0 | 5 | -19 | 19 | -0.1 | -4 | -4 | -13
29 | COc1cc(/C=N/Nc2nnc3c(n2)[nH]c2ccccc23)ccc1O | -9 | -37 | -1.4 | -1 | 0 | -46 | 0 | -0.3 | 5 | -16 | -3
30 | CCCc1ccc(S(=O)(=O)NCc2nnc(SC)n2C)cc1 | 1 | -5 | -0.6 | 0 | 4 | -3 | -9 | 0.1 | 2 | -4 | 2
31 | CC1CCN(S(=O)(=O)c2ccc(F)c(C(=O)O)c2)CC1 | 6 | -1 | 5.0 | -2 | 3 | -10 | 2 | -0.1 | 2 | -3 | -13
32 | C=CCSC1=C(C#N)C(c2ccccc2Cl)C(C(=O)c2cccs2)C(O)(C(F)(F)F)N1 (stereo not drawn) | 37 | 37 | 2.0 | 1 | 13 | -6 | 25 | 0.4 | 15 | 16 | 45
33 | COc1cc(OC)c(NC(=O)c2cc(S(=O)(=O)N3CCOCC3)cn2C)cc1Cl | 10 | -41 | 3.0 | 4 | 9 | -14 | 7 | 0.1 | -5 | -8 | 7
34 | Cc1c(Br)c(C(F)(F)F)nn1CC(=O)NCC1CCCO1 (stereo not drawn) | 2 | 10 | 3.2 | 2 | -7 | 8 | 2 | -0.2 | 6 | 9 | 0
35 | Cc1csc(NC(=O)CSc2nc(C(C)C)nc3c2c(=O)n(C)c(=O)n3C)n1 | 43 | 15 | 1.0 | 1 | 20 | 18 | 15 | -0.1 | 5 | 70 | 9
36 | CCN1CCN(C(c2cccs2)C(C)NC(=O)c2ccccc2OC)CC1 (stereo not drawn) | 2 | 4 | 2.0 | 1 | 11 | 3 | 12 | 0.6 | -6 | -43 | 4
37 | CCN1CCN(S(=O)(=O)c2ccc3c(c2)OCCO3)CC1 | -157 | 3 | -1.0 | 2 | 14 | 2 | 7 | 0.1 | -5 | 18 | -6
38 | COCc1cc(C)n(CC(=O)NCC2CCCO2)c(=O)c1C#N (stereo not drawn) | -13 | 4 | -0.8 | 4 | 2 | -29 | 0 | 0.0 | 4 | 4 | 6
39 | O=C(Nc1ccc(N2C(=O)C3C4C=CC(C4)C3C2=O)cc1Cl)c1cccs1 (stereo not drawn) | -9 | 4 | -1.7 | 2 | -40 | -37 | -1 | 0.5 | -2 | -13 | -12
40 | O=C1OC(c2cc(Br)c(O)c(Br)c2)c2ccccc21 (stereo not drawn) | 7 | 24 | 6.9 | / | -1 | 4 | 7 | 0.1 | -1 | 15 | -2
41 | CCCSc1ncnc2[nH]ncc12 | 6 | -4 | 2.1 | / | -8 | -9 | 11 | -0.2 | -6 | -18 | -11
42 | O=c1c2sccc2n(Cc2ccc(F)cc2)c(=O)n1-c1ccc(F)cc1 | 15 | 20 | 0.4 | -4 | 25 | -13 | 16 | 0.2 | 7 | 19 | 11
43 | O=S(=O)(Nc1nc(SCc2ccc(Cl)cc2)n[nH]1)c1ccccc1 | -4 | 9 | -0.7 | 1 | 12 | -48 | 19 | 0.2 | -7 | 12 | -4
44 | CN1CCN(C(=O)c2cc3sc4ccccc4c3s2)CC1 | -177 | 20 | -0.6 | 0 | -186 | -96 | 15 | 0.0 | -94 | -89 | -8
45 | CCC(O)c1cc2c(cc1NC(=O)c1cccs1)OCCO2 (stereo not drawn) | 7 | -18 | 4.9 | -2 | -16 | -17 | 5 | -0.2 | 12 | -1 | 0
46 | CC(C)(C)NS(=O)(=O)c1ccc(NC(=S)NC(=O)C2CCC2)cc1 | 26 | 4 | 0.5 | 2 | 12 | -38 | 3 | 0.1 | 13 | -14 | -5
47 | COc1ccc2cc(C)c3nnc(SCc4cccnc4)n3c2c1 | 6 | -27 | -1.7 | 8 | 20 | -5 | -12 | 0.2 | -12 | 16 | 0
48 | COc1ccc(OC)c(NC=C2C(=O)OC3(CCCCC3)OC2=O)c1 | -4 | -20 | -1.5 | 3 | -1 | -11 | 8 | -0.3 | -5 | 17 | -11
49 | CCOC(=O)C1(Cc2ccccc2C)CCCN(C(=O)CCC(=O)OC)C1 (stereo not drawn) | 9 | -19 | -0.4 | 2 | 5 | -27 | -1 | -0.1 | 3 | 6 | -3
50 | N#C/C(=C\c1cccc([N+](=O)[O-])c1)C(=O)NCc1ccc(Cl)cc1 | 111* | 9 | 0.5 | / | 66* | 22 | 5 | 0.0 | 53 | 82 | 0
51 | COc1ccc(NC(=O)c2cc3c(=O)n(C)c4ccccc4c3n2C)cc1OC | 20 | 16 | -3.4 | 3 | -34 | -7 | -75 | -0.4 | / | 22 | 12
52 | O=C(/C=C/c1ccc(Cl)cc1Cl)NCCSc1ccccc1 | -19 | -22 | 0.8 | 0 | -60 | -18 | 8 | 0.2 | 1 | -6 | 12
53 | COc1ccc(NS(=O)(=O)c2cn(C)nc2C)cc1 | -2 | 5 | -0.3 | 4 | 7 | 8 | -2 | 0.0 | -6 | 2 | 1

3 of the entries above in order of the Shn3 3UTR inh value, smallest number first.
No.	SMILES	Shn3 3UTR inh
44	CN1CCN(C(=O)c2cc3sc4ccccc4c3s2)CC1	-89
46	CC(C)(C)NS(=O)(=O)c1ccc(NC(=S)NC(=O)C2CCC2)cc1	-14
42	O=c1c2sccc2n(Cc2ccc(F)cc2)c(=O)n1-c1ccc(F)cc1	19
